TRHR agonist – qHTS for Small Molecule Agonists and Allosteric Enhancers of Human TRH Receptor: Primary Screen for Agonists. Thyrotropin-releasing hormone receptor (Homo sapiens), P34981. TRHR cells, calcium flux fluo-8, FDSS agonist mode. activation, % at 2 µM. actives 0.18% (n = 360,000); in the data active = activation above about 30%; also: 0% is about no effect
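TRHR-expressing cells loaded with fluo-8 calcium dye; 23 nL library compound pin-transferred, kinetic FDSS fluorescence (Ex 480/Em 530) recorded about 180 s for agonist-induced calcium release, before a 10 nM TRH EC20 addition for potentiator mode.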
RXFP1 antagonist – qHTS Assay for Antagonists of the Relaxin Receptor RXFP1. Relaxin receptor 1 (Homo sapiens), Q9HBX9. HEK293-RXFP1, relaxin-stimulated cAMP HTRF, 30 min; active compounds read low. activity change, negative = inhibition, % at 57.5 µM. actives 0.59% (n = 350,000). AID 1259400, 2018;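 active = activity change of -60% or lower, but not beyond a set lower limit; inconclusive = change between -60% and -40%, or beyond the set limit; inactive = change above -40%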; also: % is scaled to controls: 0 for no effect and ±100 for the full control effect
Target sequence (Q9HBX9 whole entry, looked up): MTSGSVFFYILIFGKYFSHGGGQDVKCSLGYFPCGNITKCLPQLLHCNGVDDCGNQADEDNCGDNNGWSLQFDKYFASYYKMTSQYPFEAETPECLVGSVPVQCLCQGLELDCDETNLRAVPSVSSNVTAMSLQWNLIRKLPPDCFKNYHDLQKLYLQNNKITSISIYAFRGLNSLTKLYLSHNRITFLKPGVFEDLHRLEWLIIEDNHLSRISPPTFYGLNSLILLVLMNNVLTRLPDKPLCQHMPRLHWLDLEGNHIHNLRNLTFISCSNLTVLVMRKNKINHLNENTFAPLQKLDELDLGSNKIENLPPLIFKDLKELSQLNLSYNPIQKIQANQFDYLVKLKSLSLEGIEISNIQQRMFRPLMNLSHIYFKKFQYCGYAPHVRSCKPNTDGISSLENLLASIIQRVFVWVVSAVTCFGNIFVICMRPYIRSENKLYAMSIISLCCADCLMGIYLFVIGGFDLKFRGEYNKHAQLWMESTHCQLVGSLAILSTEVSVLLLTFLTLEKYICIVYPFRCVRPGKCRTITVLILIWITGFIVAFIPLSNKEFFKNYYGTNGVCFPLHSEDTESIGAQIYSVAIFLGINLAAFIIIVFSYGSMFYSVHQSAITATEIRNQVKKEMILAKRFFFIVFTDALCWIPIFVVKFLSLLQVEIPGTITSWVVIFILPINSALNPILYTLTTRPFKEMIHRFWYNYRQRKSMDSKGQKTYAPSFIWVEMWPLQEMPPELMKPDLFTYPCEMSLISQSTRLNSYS
Apoferritin bind – qHTS Assay for Identification of Novel General Anesthetics | Potency, µM (series often up to 77.5 µM), for the others: at the top dose activity change, negative = displacement, hits mostly inhibitors | apoferritin/1-aminoanthracene competitive binding, fluorescence | AID 485281, 2010 | actives 0.074% (n = 350,000); also: potency is read from the fitted curve at half-maximal effect; % is scaled to controls: 0 for no effect and ±100 for the full control effect; nearly all actives have a fitted effect of over 20% in size
Target sequence (P02791 2-175 limits assumed): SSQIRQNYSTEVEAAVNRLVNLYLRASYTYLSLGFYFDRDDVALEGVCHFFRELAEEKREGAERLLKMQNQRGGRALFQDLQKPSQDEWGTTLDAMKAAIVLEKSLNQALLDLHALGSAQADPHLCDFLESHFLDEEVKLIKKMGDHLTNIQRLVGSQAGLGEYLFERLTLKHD
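Horse-spleen apoferritin (10 uM) in 50% saturated 1-aminoanthracene in PBS was incubated 10 min at room temperature with compound. Fluorescence (ex 380, em 535 nm) was normalized to free and bound 1-AMA, with concentration-response fitted by a four-parameter Hill equation.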
D1 antag – Antagonist of Human D 1 Dopamine Receptor: qHTS; actives 3.2% (n = 360,000); D(1A) dopamine receptor (Homo sapiens), P21728; AID 504652, 2011; HEK293 TREx D1 cells, calcium flux, dopamine EC80; active compounds read low; activity change, negative = inhibition, % at 10 µM; in the data active = activity change below about -30%; also: % is scaled to controls: 0 for no effect and ±100 for the full control effect
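Tetracycline-induced HEK293 Trex D1 cells, force-coupled to calcium, dye-loaded; compounds added and read 180 s, then EC80 dopamine added and calcium flux tracked kinetically another 180 s.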
D1 PAM – Potentiators of Human D1 Dopamine Receptor: qHTS; HEK293 TREx D1 cells, calcium flux, dopamine EC20 potentiation; potentiation, % at 10 µM; actives 0.036% (n = 360,000); in the data active = potentiation above about 30%; also: 0% is about no effect
D2 potentiator – HTS Assay for Positive Allosteric Modulators of the Human D2 Dopamine Receptor: Primary Screen for Potentiators. D(2) dopamine receptor (Homo sapiens), P14416. HEK293 T-REx D2, calcium flux, EC20 dopamine potentiation. potentiation, % at 10 µM. actives 0.34% (n = 340,000). AID 485347, 2010;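 active = potentiation over 3 SD above the plate norm, cut at about 30% in these data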; also: 0% is about no effect
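Tetracycline-induced HEK293 T-REx cells force-coupled to calcium signalling expressed D2; compounds were pin-added after a 10 s baseline, read kinetically 180 s, then an EC20 dopamine challenge followed with a further 180 s calcium read.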
RXFP1 ag – qHTS Assay for Agonists of the Relaxin Receptor RXFP1. HEK293T-RXFP1 cAMP TR-FRET, 30 min; response scale: percent of porcine relaxin response, buffer zero. actives 0.3% (n = 370,000). Relaxin receptor 1 (Homo sapiens), Q9HBX9. Potency, µM (highest dose often 57.5 µM), for the others: at the top dose activation, usual class: activators. AID 2676, 2010; also: potency is read from the fitted curve at half-maximal effect; % is scaled to controls: 0 for no effect and ±100 for the full control effect; nearly all actives have a fitted effect of over 60% in size; many of its hits are not listed in these tables
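cAMP rise read by TR-FRET after 30 min, 37C compound exposure (up to 58 uM) in RXFP1-transfected HEK293 cells with Ro 20174 present. EC50 from Hill-equation fits, with 29 nM porcine relaxin as 100% and buffer as basal.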
TRHR PAM – qHTS for Small Molecule Agonists and Allosteric Enhancers of Human TRH Receptor: Primary Screen for Enhancers | Thyrotropin-releasing hormone receptor (Homo sapiens), P34981 | TRHR cells, fluo-8 calcium fluorescence, EC20 TRH enhancement | enhancement, % at 2 µM | actives 0.66% (n = 360,000) | AID 493056, 2011; in the data active = enhancement above about 30%; also: 0% is about no effect
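Enhancer read-out: after compound pinning and an initial kinetic agonist-mode read, an EC20 of TRH (10 nM final) was injected and fluo-8 calcium signal (Ex 480/Em 530) followed at 1 s/cycle for 100 cycles in TRHR-expressing cells.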
D1 agonist – Allosteric Agonists of the Human D1 Dopamine Receptor: qHTS | AID 504660, 2011 | actives 1% (n = 360,000) | D(1A) dopamine receptor (Homo sapiens), P21728 | activation, % at 2 µM | HEK293 T-REx D1 cells, calcium flux, agonist mode; in the data active = activation above about 30%; also: 0% is about no effect
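Agonism was scored from calcium flux recorded over 180 s (1 read/s) after pintool compound addition, following a 10-cycle baseline. Cells were inducible force-coupled HEK293 TREx D1, plated overnight at 30 C and loaded with no-wash calcium dye.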
Starred values were filed as active, the others as inactive; ? = inconclusive; . = not tested or not shown; [ ] = dose if it differs, or a comment. Unless noted, calls follow the shape of the dose curve; as a rule, active = well fitted curve in the direction sought with a large enough effect; inconclusive = small, poorly fitted or top-dose-only effect, or another doubt; inactive = no such curve, though single readings can be large; an effect the other way counts as inactive or inconclusive.

SMILES | TRHR agonist | RXFP1 antagonist | Apoferritin bind | D1 antag | D1 PAM | D2 potentiator | RXFP1 ag | TRHR PAM | D1 agonist
CCOc1ccccc1NC(=O)Nc1ccc2nc(N3CCN(C)CC3)cc(C)c2c1 | -0.9 | -20 | 85%[activator] | 10 | -8 | -12 | . | -14 | 2
Cc1ccc(-c2nn3c(C)nnc3s2)cc1NC(=O)c1ccc(OC(C)C)cc1 | -0.7 | . | ? | 7 | -4 | 6 | 3.4% | -5 | 2
O=C(N/N=C/c1sc(N2CCCCC2)nc1-c1cccs1)C1CC1 | -0.3 | -9 | -11% | 12 | -2 | 0 | -1.4% | -5 | 1
Clc1ccc(CNc2ccc3nnc(-c4ccccc4)n3n2)cc1 | -0.3 | . | -8% | 6 | -2 | 2 | 1.2% | 8 | -3
Cc1cc(/C=C2/NC(=O)NC2=O)c(C)n1-c1ccc(C#N)cc1 | -2.1 | -8 | -20% | -2 | -2 | -1 | -0.3% | 0 | 5
Cc1ccc(Cl)cc1N1CCN(Cc2nc3ccsc3c(=O)[nH]2)CC1 | 0.4 | 5 | ? | -4 | 4 | . | 1.5% | 7 | 2
CCOc1ccccc1N1CCN(C(=S)Nc2ccc(S(=O)(=O)Nc3ncccn3)cc2)CC1 | 0.2 | -2 | 3% | -4 | -5 | -32 | -0.3% | 2 | 3
CC(C)On1c(SCC(=O)N(C)C)nc2ccccc2c1=O | -0.5 | -3 | -6% | 7 | 1 | 7 | 0.6% | 0 | 0
CCOc1ccc(-c2nn(-c3ccccc3)cc2/C=C(\C#N)S(=O)(=O)c2ccccc2)cc1C | -0.3 | 1 | -2% | -1 | -8 | 14 | 4.4% | 0 | 1
CN(C)C(CNC(=O)c1ccc(S(=O)(=O)Nc2cccc(C(F)(F)F)c2)cc1)c1ccco1 (stereo not given) | 0.3 | -19 | . | -8 | -2 | -7 | 0.0% | -6 | 2
O=C1CCC(C(=O)N2CCCCO2)CN1Cc1cccc(C(F)(F)F)c1 (stereo not given) | -0.4 | -11 | -6% | -1 | -3 | -3 | 3.9% | -2 | 12
COC(=O)c1ccc(NC(=O)c2cnn(-c3ccc(Cl)cc3)c2C2CCN(C(=O)OC(C)(C)C)CC2)cc1 | -1.0 | -12 | -12% | 8 | -5 | 6 | -1.5% | -21 | 5
Cc1cccc(N2CCN(S(=O)(=O)c3ccc(-c4cc(C)no4)s3)CC2C)c1 (stereo not given) | 0.0 | 1 | -9% | -40* | -8 | 0 | 1.5% | -6 | -1
Cc1c(Br)c([N+](=O)[O-])nn1CC(=O)NCCc1c[nH]c2ccccc12 | 0.3 | -10 | ? | -5 | 3 | -1 | 0.3% | -5 | 6
COc1ccc(CCNS(=O)(=O)c2c(C)nc3sccn3c2=O)cc1OC | 0.3 | -3 | 5% | 1 | -3 | 3 | -0.8% | 5 | 0
CCOC(=O)/C(C#N)=C/C=C1\C=Cc2ccccc2N1CC | 4.9 | -4 | -7% | 11 | -2 | -8 | 0.8% | -3 | 11
CCCC/C(C)=N/NC(=O)CN(c1ccc(Br)cc1)S(=O)(=O)c1ccccc1 | 1.2 | . | -14% | -3 | -4 | 0 | 6.0% | -5 | 3
COc1cc2c3nnc(-c4ccc(F)cc4)c-3cn(Cc3cccc(F)c3)c2cc1OC | 0.8 | -3 | -6% | 12 | -1 | 2 | 15% | -4 | 2
O=c1[nH]cnc2ccsc12 | 0.0 | -1 | -4% | 9 | 8 | 0 | 5.0% | 2 | -1
Cc1cccc(NC(=O)c2cc(NC(=O)c3ccccc3)ccc2N2CCCCC2)c1 | -0.3 | 19 | -7% | -2 | -2 | 25 | -0.3% | 9 | 6
O=C1CCN(C(=O)Nc2cccc(Cl)c2)N1 | 0.7 | -2 | -13% | -4 | -3 | 2 | 0.4% | 13 | 3
Cc1cccc(/C=N/NC(=O)NC2CCCCC2)c1 | -0.8 | -4 | -10% | -1 | 1 | -10 | 1.3% | 2 | 1
COC(=O)c1[nH]c2ccccc2c1NC(=O)CN1CCCc2ccccc21 | -0.9 | -5 | ? | 16 | -5 | 0 | 2.0% | 3 | 2
NNC(=S)Nc1ccc(S(=O)(=O)N2CCCCC2)cc1 | 0.4 | -39 | -1% | 0 | -6 | 10 | 0.3% | 3 | 2
CCN(CC)CC(=O)Nc1ccc(C)cc1C(=O)c1ccccc1 | 2.4 | -21 | -3% | 17 | -2 | 7 | 3.9% | 5 | 4

(more compounds)
SMILES | TRHR agonist | RXFP1 antagonist | Apoferritin bind | D1 antag | D1 PAM | D2 potentiator | RXFP1 ag | TRHR PAM | D1 agonist
Cc1ccccc1OCC(=O)Nc1ccccc1N1CCCCC1 | -0.3 | -8 | 53%[activator] | 9 | 3 | 8 | 0.5% | 9 | 0
COc1ccc(OC)c(Nc2nc3ccccc3n3cnnc23)c1 | 0.0 | 6 | -8% | -4 | 3 | 2 | -0.1% | 0 | 3
CC(C)CCNC(=O)c1ccc(Cn2c(=O)c3cccn3c3cccnc32)cc1 | 1.5 | 2 | -2% | 4 | -3 | 1 | ? | -13 | 4
CCOc1ccccc1NC(=O)CSc1cn[nH]n1 | -0.1 | -6 | . | 26 | -3 | 5 | 0.0% | -2 | 1
Cc1c(N=NC2=C(O)CC(C)(C)CC2=O)cc2c(c1[N+](=O)[O-])C(C)(C)CC2(C)C | 0.3 | -23 | 4% | 35 | 6 | -1 | 0.0% | 5 | 3
CC(C)CN(C)Cc1c(C(=O)N2CCc3ccccc3C2)nc2ccc(Cl)cn12 | -0.7 | -19 | ? | 34 | 5 | 5 | 3.8% | -7 | 1
CCNC(=O)C(=O)NCC(c1ccc2c(c1)OCO2)N1CCOCC1 (stereo not given) | 0.0 | 31 | -3% | 38 | 1 | 1 | -2.1% | 16 | 6
COc1ccc(CN(C(=O)CCC(=O)N2CCCCC2)c2nccs2)cc1OC | 0.4 | 8 | -5% | 4 | 3 | -6 | -0.5% | 24 | 1
CN(Cc1ccccc1)c1nc2c(S(=O)(=O)c3cccc(Cl)c3)nnn2c2ccsc12 | -0.2 | -12 | -12% | -32* | -3 | 5 | -0.6% | 7 | 2
CN(C)CCCC(=O)c1ccc2c(c1)OCO2 | 0.4 | 6 | -9% | . | -3 | -8 | 1.0% | -3 | 1
Cn1c(N2CCCCC2)nc2c1c(=O)[nH]c(=O)n2C | -1.8 | -10 | -17% | -5 | -4 | 15 | 2.0% | 4 | 0
CC(=O)Nc1ccc2nc(-c3cc(C)ccc3C)[nH]c2c1 | -1.2 | -20 | 59% | 0 | -3 | -19 | 1.5% | 6 | -1
Cc1nn(-c2ccccc2)cc1C(c1c(N)[nH]c(=S)[nH]c1=O)c1c(N)[nH]c(=S)[nH]c1=O | -0.3 | -19 | 3% | 0 | 2 | 0 | -0.4% | 2 | 1
CCOC(=O)c1cnn(-c2nc(C)cc(C)n2)c1N | 0.2 | -6 | -4% | 18 | -4 | 1 | 0.9% | 1 | 1
CCOc1ccc(CNC(=O)c2cnc3sc(N4CCOCC4)nn3c2=O)cc1OC | -0.5 | -11 | 46%[activator] | 40 | -2 | 9 | -0.4% | 1 | 1
Cc1ccc(NC(=O)CCC(=O)c2cccs2)cc1F | -0.9 | -1 | -14% | -4 | -3 | 6 | 2.2% | 25 | 5
COc1ccc(NC(=O)c2coc(C)c2)cc1 | 0.2 | -5 | -11% | -4 | -1 | 0 | -0.1% | 15 | 0
CNc1nc(-c2c[nH]c3ccccc23)cs1 | -0.9 | -21 | -20% | -2 | 20 | . | -1.5% | -14 | 2

11 of the compounds above, comma-delimited:
structure,TRHR agonist,RXFP1 antagonist,Apoferritin bind,D1 antag,D1 PAM,D2 potentiator,RXFP1 ag,TRHR PAM,D1 agonist
CC(C)CN(C)Cc1c(C(=O)N2CCc3ccccc3C2)nc2ccc(Cl)cn12,-0.7,-19,?,34,5,5,3.8%,-7,1
CCNC(=O)C(=O)NCC(c1ccc2c(c1)OCO2)N1CCOCC1 (stereo not given),0.0,31,-3%,38,1,1,-2.1%,16,6
COc1ccc(CN(C(=O)CCC(=O)N2CCCCC2)c2nccs2)cc1OC,0.4,8,-5%,4,3,-6,-0.5%,24,1
CN(Cc1ccccc1)c1nc2c(S(=O)(=O)c3cccc(Cl)c3)nnn2c2ccsc12,-0.2,-12,-12%,-32*,-3,5,-0.6%,7,2
CN(C)CCCC(=O)c1ccc2c(c1)OCO2,0.4,6,-9%,.,-3,-8,1.0%,-3,1
Cn1c(N2CCCCC2)nc2c1c(=O)[nH]c(=O)n2C,-1.8,-10,-17%,-5,-4,15,2.0%,4,0
CC(=O)Nc1ccc2nc(-c3cc(C)ccc3C)[nH]c2c1,-1.2,-20,59%,0,-3,-19,1.5%,6,-1
Cc1nn(-c2ccccc2)cc1C(c1c(N)[nH]c(=S)[nH]c1=O)c1c(N)[nH]c(=S)[nH]c1=O,-0.3,-19,3%,0,2,0,-0.4%,2,1
CCOC(=O)c1cnn(-c2nc(C)cc(C)n2)c1N,0.2,-6,-4%,18,-4,1,0.9%,1,1
CCOc1ccc(CNC(=O)c2cnc3sc(N4CCOCC4)nn3c2=O)cc1OC,-0.5,-11,46%[activator],40,-2,9,-0.4%,1,1
Cc1ccc(NC(=O)CCC(=O)c2cccs2)cc1F,-0.9,-1,-14%,-4,-3,6,2.2%,25,5

Screening results as filed in PubChem.

The list is partial; count on the stated rates, not on these rows.
